FUS yeast rescue: suppressors of FUS proteinopathy in yeast. S. cerevisiae FUS-expressing, growth rescue, OD600, 24 h. Potency, µM (series often up to 76.6 µM), for the others: top-dose growth rescue (activation), usual class: activators. actives 0.24% (n = 390,000). AID 1347120;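 further: potency means the concentration at half of the fitted maximal effect; plate controls were DMSO vehicle for no effect and reference control for full effect; nearly all actives have a fitted effect of over 55% in size; some results filed as inactive show a strong effect at the top dose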
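Quantitative HTS measuring growth restoration of FUS-toxic yeast. Galactose-induced cells (OD 0.005) were exposed 24hr at 30C to compounds at several concentrations, then absorbance at 600 nm was recorded.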
aSyn rescue: rescues yeast growth from alpha-synuclein toxicity. Potency, µM (highest dose often 46.1 µM), for the others: at the top dose growth rescue (activation), hits mostly activators. AID 652106. Yeast expressing alpha-synuclein, growth rescue, BacTiter-Glo, 24 h. actives 0.14% (n = 370,000); further: potency means the concentration at half of the fitted maximal effect; % of control where 0% means no effect; nearly all actives have a fitted effect of over 65% in size
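Galactose-induced alpha-syn yeast (OD600=0.02, raffinose-pregrown) + pinned cpd, 24 hr, 30 deg C; growth by BacTiter-Glo luminescence. Growth restoration scores as activation.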
Abeta yeast res: restores growth of yeast expressing A-beta42 peptide; Potency, µM (series often up to 46.1 µM), inactives show top-dose growth rescue, most hits filed as activators; yeast expressing A-beta42, growth rescue, OD600, 48 h; response scale: 0% DMSO, 100% iron-clioquinol control; AID 1347071; actives 0.063% (n = 410,000); further: potency means the concentration at half of the fitted maximal effect; nearly all actives have a fitted effect of over 55% in size
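Yeast A-beta toxicity model in growth medium with pinned compounds, 48 h at 30 C; growth read as absorbance at 600 nm. Normalized to FeCl3/clioquinol equimolar mix (positive) and DMSO (negative).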
GLP1R inv ag: inverse agonists of human GLP-1 receptor; P43220; HEK293 GLP-1R CRE-luciferase, luminescence, 24 h; GLP-1R form is constitutively active; Potency, µM (series often up to 38.3 µM), without a hit: top-dose activity change, negative = inhibition, most hits filed as inhibitors; actives 1.6% (n = 410,000); AID 624417; further: potency means the concentration at half of the fitted maximal effect; on the % scale 0 is the no-effect control and ±100 the full control effect; nearly all actives have a fitted effect of over 55% in size
Target sequence (P43220 whole entry, looked up): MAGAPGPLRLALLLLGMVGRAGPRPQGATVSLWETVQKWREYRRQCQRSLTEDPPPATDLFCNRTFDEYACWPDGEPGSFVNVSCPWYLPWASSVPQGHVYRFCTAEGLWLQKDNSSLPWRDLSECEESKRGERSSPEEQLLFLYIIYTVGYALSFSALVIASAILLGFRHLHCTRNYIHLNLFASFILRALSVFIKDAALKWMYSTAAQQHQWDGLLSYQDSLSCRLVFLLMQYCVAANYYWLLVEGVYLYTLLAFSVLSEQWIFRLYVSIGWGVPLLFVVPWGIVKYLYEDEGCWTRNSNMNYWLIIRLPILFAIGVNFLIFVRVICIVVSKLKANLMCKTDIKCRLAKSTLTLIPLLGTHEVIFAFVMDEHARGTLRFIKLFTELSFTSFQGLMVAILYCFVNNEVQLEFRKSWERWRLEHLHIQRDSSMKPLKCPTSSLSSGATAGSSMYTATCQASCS
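Inverse agonism was detected as reduced cAMP-driven luciferase luminescence after 24 h compound treatment. The cells were HEK293 clones expressing constitutively active human GLP-1R with the reporter. Reporter-only and GPR119 cell lines served as counterscreen controls.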
PTHR1 ag: activates the human parathyroid hormone receptor PTHR1. HEK293 GP2 PTHR1 cells, GloSensor cAMP luminescence, 1 h. Potency, µM (titrated, usually from 115 µM), inactives show at the highest dose activation, usual class: activators. actives 0.075% (n = 410,000). Q03431; further: potency means the concentration at half of the fitted maximal effect; nearly all actives have a fitted effect of over 55% in size; some results filed as inactive show a strong effect at the top dose; inactives centre near -15; many of its hits are not listed in these tables
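HEK-293-derived GP2 cells expressing PTHR1 and a GloSensor cAMP reporter, 3,000/well, plated overnight, given luciferin plus IBMX (each 0.5 mM as added) for 1 h at 37 °C, then compound for 1 h at 37 °C. Luminescence was read after 15 min at room temperature.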
Akt phos inh: inhibitors of Akt phosphorylation; actives 0.32% (n = 360,000); Neuro2A IGF-stimulated pAkt S473 HTRF, 20 min; active compounds read low; AID 651550; activity change, % for hits at 50 µM; in the data active means activity change below about -80%; inconclusive means mostly about -51% to -80%; further: on the % scale 0 is the no-effect control and ±100 the full control effect
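Neuro2A cells in DMEM with 0.5% FBS, overnight at 37 deg C, given compound at single 50 µM final, then IGF (6 nM final) for 20 min at 37 deg C. Lysed; phospho-Akt Ser473 by HTRF after 24 h, 665/615 ratio.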
TDP43 rescue: TDP-43 toxicity inhibition in yeast; TDP-43 expressing yeast growth rescue, BacTiter-Glo, 24 h; Potency, µM (series often up to 46.1 µM), inactives show at the highest dose growth rescue (activation), usual class: activators; actives 1.8% (n = 410,000); further: potency means the concentration at half of the fitted maximal effect; % of control where 0% means no effect; nearly all actives have a fitted effect of over 50% in size
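Galactose-induced TDP-43 yeast, OD600=0.02, compound pinned; 24 hr, 30 deg C; BacTiter-Glo luminescence for growth. Inhibitors of TDP-43 toxicity read as activators.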
GLP1R ag: agonists of human GLP-1 receptor | Potency, µM (doses to about 45.6 µM), for the others: at the highest dose activation, actives largely listed as activators | P43220 | actives 0.007% (n = 380,000) | HEK293 GLP-1R CRE-luciferase, luminescence, 4-6 h; cells express a hypersensitive GLP-1R form; further: potency means the concentration at half of the fitted maximal effect; % of control where 0% means no effect
DRD3 antagonist: blocks the human D3 dopamine receptor | P35462 | D3R cells, DiscoveRx beta-arrestin luminescence, antagonist mode; active compounds read low | max response, negative = inhibition, % | actives 2.5% (n = 360,000); in the data active means max response below about -50%; inconclusive means no clear call, values can overlap the other calls; further: on the % scale 0 is the no-effect control and ±100 the full control effect; mostly tested at two doses, the higher about 12 µM
Target sequence (P35462 whole entry, looked up): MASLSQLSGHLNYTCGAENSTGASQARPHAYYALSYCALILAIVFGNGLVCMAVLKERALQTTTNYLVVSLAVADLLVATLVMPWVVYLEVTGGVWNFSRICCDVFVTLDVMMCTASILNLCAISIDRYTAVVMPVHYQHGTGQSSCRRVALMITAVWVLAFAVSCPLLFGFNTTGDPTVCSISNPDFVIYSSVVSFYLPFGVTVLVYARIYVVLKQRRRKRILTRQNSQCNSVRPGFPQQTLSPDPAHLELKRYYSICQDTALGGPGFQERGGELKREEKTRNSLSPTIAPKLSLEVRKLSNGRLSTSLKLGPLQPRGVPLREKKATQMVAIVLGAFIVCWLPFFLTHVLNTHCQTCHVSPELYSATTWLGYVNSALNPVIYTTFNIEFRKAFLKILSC
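Cells expressing the human receptor were seeded at 1500 cells/well, incubated overnight at 37 degrees C in 5% CO2, then exposed to library compounds with dopamine controls for 90 minutes at 37 degrees C before luminescent detection.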
Starred values were filed as active, the others as inactive; i = inactive; u = inconclusive; x = no result given; [ ] = remark or other dose. Unless noted, the call rests on the fitted dose curve; in most records, active means well fitted curve in the direction sought with a large enough effect; inconclusive means small, poorly fitted or top-dose-only effect, or another doubt; inactive means no such curve, though single readings can be large; an effect the other way counts as inactive or inconclusive. An excerpt. The share of hits here may be higher or lower than overall.

SMILES	FUS yeast rescue	aSyn rescue	Abeta yeast res	GLP1R inv ag	PTHR1 ag	Akt phos inh	TDP43 rescue	GLP1R ag	DRD3 antagonist
Cc1cc(NC(=O)c2ccccc2Cl)no1	0%	-2%	-10%	4%	i	-104%*	2%	2%	14
COc1ccc(-c2cnc[nH]2)cc1	-5%	0%	-5%	-2%	i	i	-3%	0%	-17
Cc1nc(CCN2C(=O)c3ccccc3C2=O)n[nH]1	11%	4%	1%	0%	i	i	9%	-6%	-12
O=C(CNC(=O)c1ccccc1)OCC(=O)c1c[nH]c2ccccc12	25%	4%	13%	10%	-7%	i	-8%	3%	-3
COc1cc2c(cc1OC)CN(Cc1ccc(OC)c(C)c1OC)CC2	12%	-15%	-13%	0%	i	i	12%	-1%	-77*
N#CCC(=O)Nc1ccc(C(=O)NNC(=O)CCN2CCN(c3ccccc3)CC2)cc1	43%	-9%	8%	1%	i	i	15%	0%	-83*
COc1cccc(NC(=O)C(=O)NCCCN2CCCC2=O)c1	9%	2%	8%	3%	i	i	-16%	9%	-1
O=C(Cn1c(=O)oc2ccccc21)Nc1nc(-c2ccccc2)cs1	-10%	-4%	9%	6%	-15%[57.5 µM]	i	-3%	-1%	10
CC(=O)Nc1ccccc1C(=O)C(=O)Nc1ccccc1	-2%	3%	15%	19%	i	i	18%	-12%	8
Cn1nc(C(=O)NCC(c2cccs2)N2CCOCC2)c2ccccc2c1=O (stereo unspecified)	0%	-1%	6%	8%	-4%	i	-13%	15%	-6
OC(c1ccc(F)cc1)c1ncc(-c2ccc3ccccc3c2)[nH]1 (stereo unspecified)	-2%	3%	-21%	u	-70%[inhibitor]	i	-7%	-6%	-10
CC(Sc1nncn1-c1ccccc1)C(=O)Nc1cccc([N+](=O)[O-])c1 (stereo unspecified)	-5%	12%	10%	2%	-11%	i	19%	8%	-14
CCCCc1nn2c(=O)cc(COC(=O)c3cccc(OC)c3)nc2s1	5%	x	-22%	12%	-9%	x	u	x	x
O=C(N/N=C\c1cn[nH]c1-c1ccc(Cl)cc1)c1cccs1	6%	4%	9%	14%	u	i	1%	-6%	10
Cc1ccc(SCCC(=O)N2CCC(C(N)=O)CC2)cc1	11%	11%	-4%	0%	i	i	3%	11%	-1
CCOC(=O)CN(c1cc([N+](=O)[O-])ccc1OC)S(C)(=O)=O	-2%	-4%	-3%	26%	-11%	i	0%	0%	2
NC(=O)C[N+]1(CC#CC(O)(c2ccccc2)c2ccccc2)CCCC1	7%	-9%	9%	5%	i	i	0%	8%	-28
Cc1ncc(C[n+]2csc(CCOC(=O)C34CC5CC(CC(C5)C3)C4)c2C)c(N)n1	-7%	12%	-12%	u	-21%	i	21%	3%	3
O=C(Nc1ccccc1Cl)C1CCN(S(=O)(=O)c2cccc3nonc23)CC1	15%	2%	-2%	8%	i	i	1%	7%	0
CC(Oc1cccc(Cl)c1)C(=O)N(C)CC(=O)Nc1ccc(N2CCOCC2)cc1 (stereo unspecified)	27%	-1%	0%	11%	-33%[inhibitor]	i	20%	-6%	1
O=C(COC(=O)c1cc([N+](=O)[O-])ccc1NCc1ccccc1Cl)NCC(F)(F)F	29%	6%	-11%	-9%	i	i	-18%	8%	-23
COc1ccc(CCNc2ncnc3onc(C)c23)c(OC)c1	-30%	x	-12%	8%	-89%[inhibitor]	x	17%	x	x
CCn1nc(C(=O)OCC(=O)N2CC(=O)Nc3ccccc32)c2ccccc2c1=O	17%	0%	-3%	3%[7.66 µM]	-20%	i	0%[9.22 µM]	9%	5
COc1cccc(C(=O)c2c(C)c(CCC#N)n3ccccc23)c1	8%	-21%	22%	113%[activator]	i	i	21%	6%	-13
CN(C)c1ccc(P(=O)(OC2CCCCC2)C(O)c2cccnc2)cc1 (stereo unspecified)	0%	1%	3%	3%	i	i	21%	-9%	13

Compound profiles, as listed above. Order of screens: FUS yeast rescue, aSyn rescue, Abeta yeast res, GLP1R inv ag, PTHR1 ag, Akt phos inh, TDP43 rescue, GLP1R ag, DRD3 antagonist
CN(C)c1ccc(P(=O)(OC2CCCCC2)C(O)c2cccnc2)cc1 (stereo unspecified) is entered as 0%, 1%, 3%, 3%, i, i, 21%, -9%, 13
Cc1ncc(C[n+]2csc(CCOC(=O)C34CC5CC(CC(C5)C3)C4)c2C)c(N)n1 is entered as -7%, 12%, -12%, u, -21%, i, 21%, 3%, 3

Remaining list, next part.
SMILES	FUS yeast rescue	aSyn rescue	Abeta yeast res	GLP1R inv ag	PTHR1 ag	Akt phos inh	TDP43 rescue	GLP1R ag	DRD3 antagonist
CC1(C(=O)NS(=O)(=O)c2cccc(Cl)c2)CCN1C(=O)C1(c2ccccc2)CC1 (stereo unspecified)	-7%	-10%	-10%	-10%	i	i	15%	-4%	12
O=C(CC(=O)N/N=C\c1ccc([N+](=O)[O-])cc1)NCCc1ccccc1	12%	20%	21%	-13%[0.307 µM]	-23%	i	-13%	0%	2
CCC(C)(C)n1nnnc1C(c1cccnc1)N1CCCC(C)C1 (stereo unspecified)	-5%	0%	8%	0%	i	i	19%	-2%	13
CC(C)(C)c1ccccc1OCCN1CCCC1	16%	3%	-3%	-14%	-8%[57.5 µM]	x	-14%	-10%	-79*
O=S(=O)(c1cccs1)N1CCCc2ccccc21	35%	14%	25%	6%	i	i	29%	-4%	-28
COc1ccc(C=C(C(C)=O)C(=O)c2ccccc2)cc1	-13%	u	-41%	u	-51%[inhibitor]	i	20µM*	-5%	0
CCn1c(=O)c2cc(C(=O)N(C)c3ccc(OC)cc3OC)sc2c2ccccc21	2µM*	-1%	-28%	-4%	-15%	i	19%	34%	2
Cc1ccc(NC(=O)c2ccc(CSc3nnc(C)s3)cc2)cc1	11%	-10%	6%	u	-35%[57.5 µM]	i	5%	-9%	11
CC(C)(C)C(=O)N1CCN(c2nc3ccccc3o2)CC1	13%	2%	1%	-13%	-10%	i	x	0%	47
CCc1cccc(NC(=O)C2CCCN(c3ncnc4c3nc3n4CCCCC3)C2)c1 (stereo unspecified)	38%	10%	1%	6.3µM*	-21%	i	12%	8%	-13
O=C(NNS(=O)(=O)c1cc(Cl)cc(Cl)c1)c1sccc1-n1cccc1	26%	15%	22%	4%	-2%	i	0%	-7%	-10
O=Cc1ccc(-c2cccc(C(=O)O)c2)o1	11%	-1%	1%	11%	-9%	i	-5%	5%	-2
CCOc1ccccc1NC(=O)Cn1nnc(C(=O)Nc2ccc(C)c(C)c2)c1N	-12%	x	7%	-12%	-50%[inhibitor]	x	12%	0%	x
Cc1ccccc1-n1c(=O)c(C#N)cc2c(=O)n3ccccc3nc21	-3%	x	-4%	0%	-20%	x	6%	-4%	3
COc1ccc(OC)c(-c2csc(NC(=O)C3=NN(c4ccccc4)C(=O)CC3)n2)c1	17%	-5%	-1%	0%	-7%	i	28%	12%	27
COc1ccc(/C=N/N2C(=O)C3C4C=CC(C4)C3C2=O)cc1[N+](=O)[O-] (stereo unspecified)	-7%	0%	-7%	4%	i	i	14%[9.22 µM]	4%	13
O=C(NCCCN1CCOCC1)c1cc2nc(-c3ccco3)cc(C(F)(F)F)n2n1	11%	0%	-10%	14%	i	i	-10%	13%	6
CC(O)(c1cccnc1)c1nc(-c2ccc3c(c2)OCO3)cs1 (stereo unspecified)	13%	-1%	3%	-16%	-42%[inhibitor]	i	18%	30%	1
COc1ccc(C2c3ccc4ccccc4c3Oc3ncn(CCO)c(=N)c32)cc1 (stereo unspecified)	41%	3%	-14%	u	-12%	i	-4%	14%	-4
COc1ccc(C2C(C#N)=C(N)Oc3cc(O)ccc32)cc1OC (stereo unspecified)	-1%	9%	-1%	6%	i	i	21%	1%	29
CN(Cc1ccccc1)C(=O)COc1ccc(C(C)(C)C)cc1	13%	0%	-3%	u	-9%	i	20%	23%	-8
COc1ccccc1N1CCN(S(=O)(=O)c2ccc3c(c2)NC(=O)C(C)S3)CC1 (stereo unspecified)	u	6%	22%	10µM*	-85%[inhibitor]	i	3%	5%	13
Cc1c(C(=O)NCc2ccccc2C(F)(F)F)sc(=O)n1Cc1ccc(Cl)c(Cl)c1	43%	27%	16%	u	-37%[inhibitor]	i	u	13%	-28
N#Cc1c(N)nc(SCc2ccncc2)c(C#N)c1-c1cccs1	-2%	-1%	6%	-18%	-30%[inhibitor]	i	-2%	-9%	38
Cc1ccc(SCCN2CCN(Cc3ccccc3)CC2)cc1	-15%	15%	1%	u	-22%	i	-11%	-1%	u

The list goes on.
SMILES	FUS yeast rescue	aSyn rescue	Abeta yeast res	GLP1R inv ag	PTHR1 ag	Akt phos inh	TDP43 rescue	GLP1R ag	DRD3 antagonist
CN1CCCC(OC(=O)c2ccc(C(C)(C)C)cc2)C1 (stereo unspecified)	6%	6%	-5%	u	i	i	-2%	1%	14
O=C(CNS(=O)(=O)c1ccc(F)c(Cl)c1)N1CCCCCC1	-8%	-2%	-10%	-1%	-11%	i	0%	0%	18
COc1ccc(CN2CCNC(=O)C2CC(=O)N(C)Cc2nccn2C)cc1OC (stereo unspecified)	-10%	-8%	-8%	35%[activator]	-9%	i	-21%	-3%	-28
O=C(CCc1ccccc1Cl)NC1CCCN(c2ccc(C(F)(F)F)cn2)C1 (stereo unspecified)	-5%	-1%	4%	12%	u	i	1%	4%	15
O=C(O)C1C2CCC(C2)C1C(=O)Nc1nc2ccccc2s1 (stereo unspecified)	0%	-1%	4%	2%	-4%	i	-14%	-4%	2
Cc1cc(C)cc(N2C(=O)N(Cc3cccc(F)c3)c3ccccc3S2(=O)=O)c1	u	x	1%	u	-23%	x	6%[9.22 µM]	x	x

Compound activity (PubChem)
